From PubChem BioAssay
MPTP block: mitochondrial permeability transition pore inhibitors, primary screen, biochemical, isolated mouse mitochondria, absorbance | Ca2+ swelling absorbance, 30 min | 1.4% of 360,000 active | inhibition, % at 10 µM;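 active = inhibition of 50% or more, scaled per plate between neutral and stimulator controls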;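 also: 0% = DMSO wells given calcium and 100% = 1 mM EGTA wells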
SENP8 inh: human SENP8 protease inhibitors, primary screen, biochemical, fluorescence, Nedd8 protein substrate, uHTS | Sentrin-specific protease 8 (Homo sapiens), Q96LD8 | recombinant SENP8 | inhibition, % at 20 µM | 0.64% of 360,000 active; in the data active = inhibition mostly above about 40%, no sharp cut-off; inactive = mostly below about 27%
Target sequence (Q96LD8 whole entry, looked up): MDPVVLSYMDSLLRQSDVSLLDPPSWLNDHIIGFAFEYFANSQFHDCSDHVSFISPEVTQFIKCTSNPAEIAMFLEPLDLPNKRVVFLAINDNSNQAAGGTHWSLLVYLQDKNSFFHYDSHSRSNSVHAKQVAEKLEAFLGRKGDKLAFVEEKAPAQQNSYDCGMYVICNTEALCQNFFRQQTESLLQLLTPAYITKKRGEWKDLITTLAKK
Starred values were filed as active, the others as inactive. Only part of the results is shown; the hit share may differ from the screen's.

SMILES | MPTP block | SENP8 inh
CCOC(=O)C1=CCN(S(=O)(=O)c2cccc(Cl)c2)C1c1ccc(Br)cc1 (configuration not stated) | 0.4 | 10.4
COc1ccc(OC)c(NC(=O)C2(C)CCN2C(=O)C(C)(C)c2ccccc2)c1 (configuration not stated) | 1.7 | 29.9
Clc1ccc2nc(C3CCCCC3)c(Cc3ccccc3)n2c1 | 0.0 | -7.3
COc1ccc(C(O)c2nc(-c3ccc(Cl)cc3)cs2)cc1 (configuration not stated) | 3.4 | 10.5
Cc1ccc(NC(=O)CNC(=O)CN2C(=O)c3ccccc3C2=O)cc1 | 0.5 | 4.5
Cc1ccc(CN2CC(N3CCC(c4ccccc4)CC3)CS2(=O)=O)cc1 (configuration not stated) | 1.1 | 15.0
CCc1nc2ccc(C(=O)Nc3ccc(C(=O)N(C)C)cc3)cn2c1N(C)CCCc1ccccc1 | -1.8 | -21.8
C=CCN1[C@@H](Cc2ccccc2)COc2cc(N3CCSCC3)ccc2S1(=O)=O | 0.0 | 16.9
Cc1ccc(Cl)cc1-c1cc(C(=O)Nc2ccc(F)cc2)[nH]n1 | 64.2* | 5.4
Nc1nc2ncccn2c1-c1ccc(F)c(F)c1 | -1.5 | -419.6
CCCS(=O)(=O)NC(=O)C1(C)CCCN(C(=O)c2ccc3ccccc3c2)C1 (configuration not stated) | -0.5 | 24.6
c1ccc(CN2CCC3CC2c2c3cccc2N2CCOCC2)cc1 (configuration not stated) | 0.9 | 20.9
Cc1ccc(S(=O)(=O)N2[C@H](CC(=O)c3cccc4ccccc34)OC[C@@H]2C(C)C)cc1 | 3.7 | 13.9
COc1ccc(Cc2c(-c3cccc(Br)c3)nc3cc(C)c(Br)c(C)n23)c(C)c1 | 3.0 | 2.0
O=C1NC[C@H](Cc2ccccc2)N(C[C@@H]2CCCN2C[C@H](Cc2ccccc2)N2C[C@H](Cc3ccc(O)cc3)N(CCc3ccccc3)C(=O)C2=O)C1=O | -4.0 | 18.4
CCc1nc2ccc(C(=O)N(C)Cc3ccccc3)cn2c1N(C)CCCc1ccccc1 | 0.7 | 1.6
CCCc1c(-c2ccc(Cl)cc2)ncn1Cc1cccc(-c2ccccc2)c1 | 1.0 | 4.3
CC(=O)O[C@H]1[C@@H](O)[C@H](O)[C@H](Oc2c(O)c(C)c3c4c2[C@@H](C)CC[C@@H]4[C@@H](C)C[C@@H]3C=C(C)C)O[C@H]1C | 2.8 | 3.1
CCCOc1ccc(F)cc1-c1cc(C(=O)NCc2cc(OC)cc(OC)c2)[nH]n1 | 0.2 | 6.2
N#Cc1cccc(-c2csc(C(O)c3ccco3)n2)c1 (configuration not stated) | -1.4 | 10.4
COc1ccc(CN2C[C@H](O)COC[C@@H]3O[C@H](CC(=O)NCc4ccncn4)CC[C@H]32)cc1 | -0.8 | 10.4
CCc1nc2ccc(C(=O)NCCC(C)C)cn2c1N(CCN(C)C)CC1CC1 | 0.1 | -18.3
O=C(NC1CCCCC1)C1c2ccccc2OCC(=O)N1CCc1c[nH]c2ccccc12 (configuration not stated) | -0.6 | 10.9
CCCCNC(=O)C1(C)CCN1C(=O)Cc1cccc2ccccc12 (configuration not stated) | 0.5 | 21.3
COC(=O)c1ccc2nc(-c3ccc(Cl)cc3)c(Cc3ccc(OC)cc3C)n2c1 | 0.3 | -379.4
CC(=O)Nc1cncc(-c2cccc(C(=O)N(C)C)c2)n1 | -1.7 | -21.2
FC(F)(F)c1cccc(-c2nc3ccccc3n2C(c2ccccc2)c2nc3ccccc3[nH]2)c1 (configuration not stated) | 3.1 | -139.8
COc1ccccc1Cc1c(-c2ccccc2)nc2ccc(Cl)cn12 | -0.3 | -55.2
CCc1nc2c(OCc3ccc(F)c(F)c3)cccn2c1N(C)C(=O)c1ccc(C)cc1 | -0.2 | 15.5
CCc1ccc([C@H]2[C@@H]3C(=O)C[C@@H]4C(=O)N(CC)C(=O)[C@@H]4[C@@H]3CN2S(=O)(=O)c2ccc(C)cc2)cc1 | -2.2 | 8.6
O=C(NCc1cccnc1)OC1CC2CC1[C@H]1CCCCN1C2=O (some centres not stated) | -0.6 | 16.9
CN(C)CC#Cc1cccc(-c2nc(C(=O)O)cc3c2[C@@H](CCO)N(S(=O)C(C)(C)C)C3)c1 (some centres not stated) | -0.4 | 10.4
COc1ccc(-c2nc3cc(C)c(Br)c(C)n3c2Cc2ccccc2C(F)(F)F)cc1OC | 0.4 | 2.0
Cc1cccc(C)c1-n1nnnc1C1(C)CCC(=O)N1Cc1ccco1 (configuration not stated) | 0.0 | 5.1
CSc1ccc(CN2CCC2(C)C(=O)Nc2cnc3ccccc3c2)cc1 (configuration not stated) | -0.1 | 1.3
FC(F)(F)c1ccc(Cl)c(Nc2nnc(-c3ccncc3)s2)c1 | -0.5 | -338.4
COc1ccccc1CNC(=O)C1CCCN1S(=O)(=O)c1ccc2c(c1)C(C)(C)C(=O)N2C (configuration not stated) | -1.2 | 5.4
Cc1cccc(CN2CCN(C3CN(Cc4cn(Cc5cccc(C(F)(F)F)c5)nn4)S(=O)(=O)C3)CC2)c1 (configuration not stated) | -1.3 | 12.8
O=S1(=O)CC(N2CCN(CC3CC3)CC2)CN1Cc1ccccc1 (configuration not stated) | 0.9 | 15.6
O=C(C[C@@H]1CC[C@@H]2[C@H](COC[C@H](O)CN2Cc2cccc(C(F)(F)F)c2)O1)NCc1ccc(Cl)cc1 | -1.4 | 18.7
CN(C)CCCNc1nc2cc(-c3ccsc3)sc2c(=O)n1C | 0.0 | -94.1
CCc1nc2ccc(C(=O)NCCCN3CCCC3=O)cn2c1N(C)C(=O)Nc1ccccc1OC | -2.0 | -10.9
O=C1NC[C@@H](CCCCN2CCN(CCc3ccccc3)C(=O)C2=O)N(CCc2ccc(O)cc2)C1=O | -0.2 | 16.0
O=C1CCc2cc(S(=O)(=O)Nc3cccc(Cl)c3)ccc2N1 | -0.2 | 5.1
O=S1(=O)CC(N2CCN(CCO)CC2)CN1Cc1cn(Cc2cccc(Cl)c2)nn1 (configuration not stated) | -0.5 | 8.5
CC(=O)c1cccc(NC(=O)C2(C)Cc3c(-c4cccc(C(F)(F)F)c4)ccnc3O2)c1 (configuration not stated) | 0.1 | 12.2
CCOC(=O)[C@]12CCC=C1N(CCC1=CCCCC1)C(=O)[C@H](CC(=O)NCCCOC)C2 | 0.1 | 15.4
O=C(OCCO)c1c(C2=CCCCC2)oc2c1C(OCCO)CCC2 (configuration not stated) | 0.3 | -1.7
CCOC(=O)C1(C)CCN1C(=O)c1cc(F)ccc1C (configuration not stated) | -1.8 | 25.0
N#Cc1ccc(-c2nc3c4ccccc4ccn3c2Cc2ccccc2C(F)(F)F)cc1 | 2.7 | -214.2
O=c1c(-c2ccccc2)nc2ccccc2n1C(c1ccccn1)c1nc2ccccc2[nH]1 (configuration not stated) | 0.2 | -333.7
O=C(Nc1ccc2c(c1)OCCO2)C(C1CC1)N1CCN(C/C=C/c2ccccc2)CC1 (configuration not stated) | -0.7 | 12.0
Cc1ccc2nc(-c3cccc(Br)c3)c(Cc3ccccc3)n2c1 | 1.8 | -370.2
CCNc1nc(-c2sc(NC(=O)C(C)(C)C)nc2C)c(-n2cc(-c3ccccc3)nn2)s1 | 0.1 | -57.2
CC(C)(C)C(=O)c1c(N)[nH]c(C(=O)c2ccccc2)c1-c1ccc(F)cc1 | 2.1 | -7.9
COc1ccc(NC(=O)c2cc(C3CCCCN3S(=O)(=O)c3cn(C)cn3)on2)c(C)c1 (configuration not stated) | -0.9 | 11.9
Cc1cccc(C)c1NC(=O)C(CCc1ccccc1)N1CCC(c2ccccc2)CC1 (configuration not stated) | -0.8 | 25.6
COc1ccc(F)cc1-c1cc(NC=O)c2ncc(-c3cc(OC)c(OC)c(OC)c3)n2c1 | 1.1 | -278.5
O=C(Nc1ccn(CCOC(=O)c2ccccc2)c(=O)n1)c1ccccc1 | -0.6 | 7.9
Cc1cc(Br)cn2c(Cc3cccc(F)c3)c(-c3ccc(Cl)cc3)nc12 | 0.1 | -4.9

No new results follow: 13 of the compounds above.
SMILES | MPTP block | SENP8 inh
CSc1ccc(CN2CCC2(C)C(=O)Nc2cnc3ccccc3c2)cc1 (configuration not stated) | -0.1 | 1.3
FC(F)(F)c1ccc(Cl)c(Nc2nnc(-c3ccncc3)s2)c1 | -0.5 | -338.4
COc1ccccc1CNC(=O)C1CCCN1S(=O)(=O)c1ccc2c(c1)C(C)(C)C(=O)N2C (configuration not stated) | -1.2 | 5.4
Cc1cccc(CN2CCN(C3CN(Cc4cn(Cc5cccc(C(F)(F)F)c5)nn4)S(=O)(=O)C3)CC2)c1 (configuration not stated) | -1.3 | 12.8
O=S1(=O)CC(N2CCN(CC3CC3)CC2)CN1Cc1ccccc1 (configuration not stated) | 0.9 | 15.6
O=C(C[C@@H]1CC[C@@H]2[C@H](COC[C@H](O)CN2Cc2cccc(C(F)(F)F)c2)O1)NCc1ccc(Cl)cc1 | -1.4 | 18.7
CN(C)CCCNc1nc2cc(-c3ccsc3)sc2c(=O)n1C | 0.0 | -94.1
CCc1nc2ccc(C(=O)NCCCN3CCCC3=O)cn2c1N(C)C(=O)Nc1ccccc1OC | -2.0 | -10.9
O=C1NC[C@@H](CCCCN2CCN(CCc3ccccc3)C(=O)C2=O)N(CCc2ccc(O)cc2)C1=O | -0.2 | 16.0
O=C1CCc2cc(S(=O)(=O)Nc3cccc(Cl)c3)ccc2N1 | -0.2 | 5.1
O=S1(=O)CC(N2CCN(CCO)CC2)CN1Cc1cn(Cc2cccc(Cl)c2)nn1 (configuration not stated) | -0.5 | 8.5
CC(=O)c1cccc(NC(=O)C2(C)Cc3c(-c4cccc(C(F)(F)F)c4)ccnc3O2)c1 (configuration not stated) | 0.1 | 12.2
CCOC(=O)[C@]12CCC=C1N(CCC1=CCCCC1)C(=O)[C@H](CC(=O)NCCCOC)C2 | 0.1 | 15.4

(listing goes on)
SMILES | MPTP block | SENP8 inh
COc1ccc(C2=C(c3ccccc3)OC(OC)c3cc(F)ccc32)cn1 (configuration not stated) | 2.5 | 3.7
CCCS(=O)(=O)NC(=O)C1(C)CCN(C(=O)c2cc(-c3cccs3)oc2C)C1 (configuration not stated) | -0.6 | -16.5
COCC(=O)N1C[C@H](C)[C@H](OC)CN(C)C(=O)c2cc(NC(=O)Nc3cccc(F)c3)ccc2OC[C@@H]1C | 1.5 | 17.3
COc1ccc(OC)c(NC(=O)C2(C)CCN2CCOc2ccccc2)c1 (configuration not stated) | -0.7 | 25.1
Clc1cccc(-c2nc3ccc(Cl)cn3c2Cc2ccccc2)c1 | 1.4 | -219.9
CN(C)CCN1CCN(C2CN(Cc3cn(Cc4ccc(C(F)(F)F)cc4)nn3)S(=O)(=O)C2)CC1 (configuration not stated) | -0.2 | 14.5
CC1(C(=O)NCc2ccccc2)Cc2c(-c3ccc4c(c3)OCO4)ccnc2O1 (configuration not stated) | 0.0 | -105.8
c1cnc2ccc(-n3ccnc3)cc2c1 | -0.9 | 13.2
Cc1cc2nc(-c3ccccc3)c(Cc3cccc(F)c3)n2c(C)c1Br | 3.2 | -12.7
COc1ccc(-c2cc3c(c4c2ccn4C)C2CCC3C2)cc1F (configuration not stated) | 0.9 | -352.7
CC(O)CC(=O)OC[C@]12CC[C@H]3[C@@](C)(CC[C@H]4C(C)(C)CCC[C@]34C)[C@@H]1CC(C1=CC(=O)OC1O)O2 (some centres not stated) | 0.9 | 5.9
CCCCCCCCN1C(=O)[C@H](CC(=O)NCc2cccs2)C[C@@]2(C(=O)OC)CCCCC=C12 | -1.0 | 22.2
CC(c1nc2ccccc2n1Cc1ccccc1)n1c(-c2cnccn2)nc2ccccc21 (configuration not stated) | 0.1 | -441.5
CC1=C(C(=O)N(C(C)C)C(C)C)CC(CC(=O)NC2CCCCC2)C(=O)N1CCC1=CCCCC1 (configuration not stated) | -0.6 | 19.2
CCNC(=O)C1(C)CCN(Cc2cccc(Oc3ccccc3)c2)C1 (configuration not stated) | 0.0 | 15.9
CC(C)[C@H](NC(=O)OC(C)(C)C)c1cc(C(=O)NCCc2c[nH]c3ccccc23)c(N)s1 | 1.0 | 7.8
CCCc1nc2c3ccccc3ccn2c1CC1CCCCC1 | 3.0 | -105.0
CCCCCCCCN1C(=O)[C@H](CC(=O)NCc2ccccc2)C[C@@]2(C(=O)OC)CCCCC=C12 | 0.2 | 15.0
Cc1ccc(F)c(S(=O)(=O)NC(=O)C2(C)CCN2C(=O)Cc2ccccc2Cl)c1 (configuration not stated) | 0.4 | 17.4
Cc1cc(C)c(C(O)c2ncc(-c3cccc4ccccc34)[nH]2)c(C)c1 (configuration not stated) | 3.6 | -459.1
O=C(Nc1ccc2c(c1)OCO2)c1cc(C2CCCCN2S(=O)(=O)Cc2ccccc2)on1 (configuration not stated) | -0.3 | 2.9
CCOC(=O)[C@]12CCCC=C1N(Cc1ccc3c(c1)OCO3)C(=O)[C@H](CC(=O)N1CCN(C(=O)C3CC3)CC1)C2 | -1.8 | 5.2
CCOC(=O)N(C)c1c(CC)nc2c(OCc3ccc(F)c(F)c3)cccn12 | -0.6 | 0.2
COc1ccc(N2CCN(C(=O)C(=O)c3ccc(F)cc3)CC2)cc1 | -1.1 | 26.4
CC1(C(=O)NCc2ccccc2)CN(S(C)(=O)=O)CC(=O)N1CCc1ccc(O)cc1 (configuration not stated) | -0.1 | 12.5
CCC(c1nnnn1Cc1ccccc1)N1CCN(C/C=C/c2ccccc2)CC1 (configuration not stated) | -0.3 | 7.3
CCCS(=O)(=O)NC(=O)C1(C)CCN(C(=O)c2c(F)ccc(C)c2F)C1 (configuration not stated) | 1.2 | 20.2
OC[C@H]1O[C@@H](c2nc(-c3nc(-c4ccc(F)cc4)no3)cs2)[C@H](O)[C@@H](O)[C@H]1O | 0.4 | 14.0
